GALK inhibitor = inhibitors of human galactokinase | P51570 | Purified GALK, Kinase-Glo residual ATP luminescence | Potency, µM (doses to about 57.5 µM), inactives show top-dose activity change, negative = inhibition, most hits filed as inhibitors | hit rate 0.007% among 270,000 | AID 1868; further: potency means the concentration at half of the fitted maximal effect; on the % scale 0 is the no-effect control and ±100 the full control effect
Target sequence (P51570 whole entry, looked up): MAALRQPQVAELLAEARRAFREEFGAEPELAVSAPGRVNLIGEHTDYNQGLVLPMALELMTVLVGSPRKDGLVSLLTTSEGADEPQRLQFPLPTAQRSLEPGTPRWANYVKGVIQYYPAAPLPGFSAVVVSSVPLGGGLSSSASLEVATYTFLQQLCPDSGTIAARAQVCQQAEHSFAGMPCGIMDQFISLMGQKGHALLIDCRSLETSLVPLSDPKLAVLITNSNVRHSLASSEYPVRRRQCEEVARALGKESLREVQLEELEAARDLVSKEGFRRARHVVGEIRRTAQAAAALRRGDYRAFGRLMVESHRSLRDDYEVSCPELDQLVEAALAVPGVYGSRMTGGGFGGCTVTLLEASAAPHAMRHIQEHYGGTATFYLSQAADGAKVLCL
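The enzyme phosphorylates galactose (100 uM) using ATP (35 uM); inhibition is detected as higher residual ATP, quantified by bioluminescence after 1 h reaction at room temperature, pH 8.0.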
ASM inhibitor = inhibitors of human secretory acid sphingomyelinase; P17405; placental ASM, HMU-PC fluorogenic substrate, 60 min; Potency, µM (series often up to 57.5 µM), for the others: at the highest dose activity change, negative = inhibition, most hits filed as inhibitors; hit rate 0.006% among 340,000; AID 504937; further: potency means the concentration at half of the fitted maximal effect
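Fluorogenic HMU-PC substrate (9 uM final) is turned over by placental ASM in 60 min at 37 C after a 10 min compound preincubation. Reaction ended by alkaline stop (pH 10), with fluorescence read at 386/447 nm.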
KCNH2 WT inh = inhibitors of human wildtype KCNH2 potassium channel; U2OS, BacMam KCNH2, thallium flux FluxOr; active compounds read low; activity change, % at 1.84 µM; hit rate 0.37% among 340,000; AID 720551;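 active means maximum activity change below -70%; inconclusive means maximum activity change between -70% and -50%; inactive means maximum activity change above -50%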; further: on the % scale 0 is the no-effect control and ±100 the full control effect
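U2OS cells were transduced with wild-type KCNH2 virus (2.03 x 10^8 / mL) for 4 h at room temperature, then cultured overnight at 37 C. Thallium flux was read with FluxOr dye. Rate constants were normalized to DMSO controls.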
Eya2 phos inh = blocks the phosphatase activity of human Eya2. O00167. recombinant Eya2, OMFP fluorescence dephosphorylation (OMFP is methylfluorescein phosphate). Potency, µM (titrated, usually from 76.9 µM), inactives show at the highest dose activity, negative = inhibition, usual class: inhibitors. hit rate 0.006% among 330,000. AID 488837; further: potency means the concentration at half of the fitted maximal effect; on the % scale 0 is the no-effect control and ±100 the full control effect
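Eya2 protein (added as 0.2 uM solution) was preincubated with compound for 10 min at ambient temperature in 50 mM HEPES pH 7.5, 50 mM NaCl, 5 uM MgCl2, 0.05% BSA, 1 mM DTT. OMFP (added at 50 uM) then reacted 10 min; fluorescence read at 485/525 nm.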
PKM2 act = PKM2 (human) enzyme activation; AID 1631; purified PKM2, Kinase-Glo ATP luminescence, activation; response scale: 0% is enzyme alone, no compound; hit rate 0.34% among 260,000; Potency, µM (doses to about 57.5 µM), for the others: top-dose activation, hits mostly activators; further: potency means the concentration at half of the fitted maximal effect; on the % scale 0 is the no-effect control and ±100 the full control effect; nearly all actives have a fitted effect of over 55% in size
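Kinase-Glo luminescence reports ATP generated from ADP (0.1 mM) and PEP (0.5 mM) by purified hPK-M2 after 1 h at room temperature, pH 7.2 imidazole buffer; intermediate enzyme activity allows detecting inhibitors and activators.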
MBNL1 CUG block = inhibitors of human MBNL1 binding to CUG repeat RNA; Q9NR56; Potency, µM (top dose mostly 57.5 µM), inactives show top-dose activity change, negative = inhibition, hits mostly inhibitors; AID 2675; TR-FRET MBNL1-His/biotin-(CUG)12 binding, 665/545 ratio; hit rate 0.036% among 280,000; active means well fitted inhibition curve with a large enough effect in the signal ratio, with a control signal flat, not every such curve was filed as active; inconclusive means small, poorly fitted or top-dose-only effect, or effect the other way, or a change in a side signal; inactive means no such curve, though single readings can be large or run the other way; the % refers to the signal ratio; further: potency means the concentration at half of the fitted maximal effect; on the % scale 0 is the no-effect control and ±100 the full control effect
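Ratiometric TR-FRET (665 over 545 nm, excitation 340 nm) tracks disruption of MBNL1-His/biotin-(CUG)12 complex after 60 min at room temperature, with compounds at 92 nM to 58 uM final.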
TSHR antagonist = blocks TSH signaling through the human TSH receptor; TSHR-expressing cells, TSH-stimulated cAMP HTRF, 2 h; active compounds read low; activity change, negative = inhibition, % at 11.5 µM; hit rate 0.2% among 330,000;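 active means activity change below a set negative limit, meaning inhibition stronger than a set level, cut at about -70% in these data; inconclusive means activity change between two set negative limits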; further: on the % scale 0 is the no-effect control and ±100 the full control effect
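Freshly harvested TSHR cells receive pin-tooled compound, then EC80 TSH at 4nM final. After 2 hours at 37 deg C, antibody in lysis buffer and cAMP-d2 are added; 30 minutes at ambient temperature precede the HTRF read.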
Chronic BCR inh = inhibitors of chronic active B-cell receptor signaling. ABC-DLBCL IkBa-CBG/CBR reporter, luminescence ratio, 4 h. Potency, µM (doses to about 46.1 µM), without a hit: top-dose ratio change, negative = lower green/red ratio, hits mostly inhibitors. hit rate 0.05% among 340,000. AID 493014; active means well fitted inhibition curve with a large enough effect in the signal ratio, with a control signal flat, not every such curve was filed as active; inconclusive means small, poorly fitted or top-dose-only effect, or effect the other way, or a change in a side signal; the % refers to the signal ratio;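 further: potency means the concentration at half of the fitted maximal effect; plate controls were basal doxycycline-induced cells for no effect and cells given 10 µM MG132 for full effect; MG132 reads +100%, hits lower the ratio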
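TMD8 human ABC-DLBCL cells with doxycycline-inducible IκBα–green luciferase fusion and unfused red luciferase, in 0.5% FBS medium; compounds up to 46 uM, 4 h at 37C. Green/red luminescence ratio, filter-overlap corrected, fitted to concentration-response curves.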
Menin-MLL TR inh = displaces Texas Red mutant MLL peptide from human menin | O00255 | Menin + Texas Red MLL mutant peptide, fluorescence polarization | Potency, µM (series often up to 61.6 µM), without a hit: at the top dose FP activity change, negative = inhibition, actives largely listed as inhibitors | hit rate 0.23% among 270,000 | AID 1768; active means well fitted inhibition curve with a large enough effect in the polarisation, with a control signal flat, not every such curve was filed as active; inconclusive means small, poorly fitted or top-dose-only effect, or effect the other way, or a change in a side signal; inactive means no such curve, though single readings can be large or run the other way; the % refers to the polarisation; further: potency means the concentration at half of the fitted maximal effect; % of control where 0% means no effect; many of its hits are not listed in these tables
Target sequence (O00255 whole entry, looked up): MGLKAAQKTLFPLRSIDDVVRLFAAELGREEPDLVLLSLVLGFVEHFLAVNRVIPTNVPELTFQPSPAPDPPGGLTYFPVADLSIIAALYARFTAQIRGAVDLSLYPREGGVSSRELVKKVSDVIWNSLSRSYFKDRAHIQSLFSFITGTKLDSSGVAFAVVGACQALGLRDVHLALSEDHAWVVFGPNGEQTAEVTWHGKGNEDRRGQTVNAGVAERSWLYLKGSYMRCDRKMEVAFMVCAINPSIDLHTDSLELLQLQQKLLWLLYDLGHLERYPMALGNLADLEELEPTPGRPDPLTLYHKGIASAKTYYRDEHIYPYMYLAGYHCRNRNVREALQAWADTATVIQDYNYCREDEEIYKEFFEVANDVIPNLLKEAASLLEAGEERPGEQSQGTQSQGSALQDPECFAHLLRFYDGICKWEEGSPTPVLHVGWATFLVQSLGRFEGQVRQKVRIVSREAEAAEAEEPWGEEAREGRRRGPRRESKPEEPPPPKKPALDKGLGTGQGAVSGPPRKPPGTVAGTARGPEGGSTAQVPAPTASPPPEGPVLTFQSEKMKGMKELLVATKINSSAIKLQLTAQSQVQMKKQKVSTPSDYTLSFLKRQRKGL
Mito fusion act = inhibitors of mitochondrial division or activators of mitochondrial fusion; S. cerevisiae fusion-defective mutant growth rescue, CellTiterGlo 48 h; Potency, µM (highest dose often 46.1 µM), for the others: at the highest dose growth rescue (activation), most hits filed as activators; hit rate 0.23% among 320,000; AID 485298;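 further: potency means the concentration at half of the fitted maximal effect; % of control where 0% means no effect; nearly all actives have a fitted effect of over 45% in size; temperature-sensitive fusion mutants such as fzo1-1 at 37 °C on non-fermentable ethanol glycerol medium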
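Growth-rescue viability read-out: after 48 h at the non-permissive 37C in glycerol/ethanol YPEG, yeast mitochondrial fusion mutants are measured by CellTiterGlo luminescence; compounds (23 nl pinned per well) restoring growth score as division inhibitors or fusion activators.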
USP2a inh = USP2a (human) protease inhibition; AID 463254; O75604; Potency, µM (series often up to 38.3 µM), for inactives: at the highest dose activity change, negative = inhibition, usual class: inhibitors; USP2 core, Ub-CHOP2 coupled fluorogenic reporter, 485/531; hit rate 0.01% among 330,000;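 further: potency means the concentration at half of the fitted maximal effect; plate controls were DMSO wells for no effect and full inhibition by NEM control for full effect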
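USP2 core (10nM final) preincubated 30min RT with compound in 20mM Tris-HCl pH 8.0, 2mM CaCl2, 2mM beta-mercaptoethanol, 0.05% CHAPS; 25nM Ub-CHOP2 plus 25nM reporter substrate added, fluorescence (Ex485/Em531) read after 60min.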
Numbers without * were called inactive; i = inactive; ? = inconclusive; / = not tested or not shown; [ ] = dose if it differs, or a comment. Unless noted, the call rests on the fitted dose curve; in most records, active means well fitted curve in the direction sought with a large enough effect; inconclusive means small, poorly fitted or top-dose-only effect, or another doubt; inactive means no such curve, though single readings can be large; an effect the other way counts as inactive or inconclusive. Some of the compounds tested. The share of hits here may be higher or lower than overall.

SMILES | GALK inhibitor | ASM inhibitor | KCNH2 WT inh | Eya2 phos inh | PKM2 act | MBNL1 CUG block | TSHR antagonist | Chronic BCR inh | Menin-MLL TR inh | Mito fusion act | USP2a inh
CCn1c(CN2CCOCC2)nnc1SCC(=O)Nc1cccc(C)c1 | -3% | 8% | 13 | 10% | 0% | 0% | -13 | 4% | / | 2% | 2%
COc1ccccc1NC(=O)CN1CCN(CC(=O)Nc2cc(NC(C)=O)ccc2OC)CC1 | -1% | 3% | 16 | 6% | 0% | -2% | -1 | -5% | ? | 2% | -2%
COc1cc(Cc2nccc3cc(OC)c(OC)cc23)c(NC(C)=O)cc1OC | 4% | 0% | 0 | 7% | -2% | -6% | 29 | ? | -3% | 4% | 0%
CC(=O)Nc1nonc1-c1nc2ccccc2n1Cc1ccccc1 | 1% | -2% | 14 | 1% | 2% | 12% | 8 | 13% | -1% | 5% | 1%
Cc1cccn2c(NCc3ccc4c(c3)OCO4)c(-c3ccc(O)cc3)nc12 | 0% | 415%[activator] | 8 | -2% | -1% | 6% | 7 | ? | -12% | -2% | 1%
CCOc1ccc(CNC(=O)C2CCN(S(=O)(=O)CC)CC2)cc1OC | -5% | 2% | 4 | 1% | -6% | -1% | 2 | -1% | -1% | 0% | 0%
COc1cc(CN2CCC(Cc3ccccc3)CC2)cc([N+](=O)[O-])c1O | -8% | -5% | 3 | -3% | 2% | ? | 39 | 3% | -24% | 1% | 1%
Cc1ccc(-c2n[nH]c(=S)n2/N=C/c2ccc(C)o2)cc1 | 0% | -3% | -11 | 8% | 0% | 8% | -7 | -13% | -2% | 8% | 2%
CCOc1ccccc1Nc1cc(C)nc2nnnn12 | -3% | 8% | -1 | -21% | -3% | -5% | -4 | ? | 8% | 2% | 2%
CC1CCC(C#N)(N(C)C(=O)CSc2nnc(C3CC3)n2C2CC2)CC1 (configuration not stated) | / | 0% | 1 | -1% | / | / | 16 | 5% | / | 1% | -7%
O=C(NC(Cc1ccccc1)C(=O)O)/C(=C\c1ccc(Br)cc1)NC(=O)c1ccc(Br)o1 (configuration not stated) | -2% | 2% | 1 | -5% | -1% | 7% | -4 | ? | 9% | -69%[inhibitor] | 2%
Cc1[nH]n(-c2ccccc2)c(=O)c1/C=N/N(c1ccccc1)c1ccccc1 | 3% | -2% | -6 | 0% | -1% | 5% | 4 | 17% | ? | 14% | 0%
Cc1ccc(-c2nnn(CC(=O)N(CC(=O)NC3CCCC3)c3ccccc3F)n2)o1 | 13% | 4% | 7 | -7% | 4% | 0% | -16 | -12% | 2% | 1% | 1%
CCN(CC)C(=O)CSc1nnc(-c2ccco2)n1Cc1ccco1 | -3% | -2% | -1 | -4% | -12% | 6% | 4 | 1% | 11% | 1% | -1%
NNC(=O)CSc1nc(-c2ccccc2)cn1-c1ccccc1 | 9% | 7% | 1 | -14% | 6% | -3% | -9 | 12% | / | 1% | -1%
CCC(C)(C)c1ccc(OCCCC[n+]2ccc(C)cc2)c(C(C)(C)CC)c1 | 5% | -21% | 9 | -18% | 0% | -5% | -1 | 5% | ? | 1% | -1%
C/C(Cn1cnc([N+](=O)[O-])n1)=N\NC(=O)c1cccnc1 | 3% | 2% | -11 | -1% | -12% | 29% | 13 | ? | 2% | 0% | -1%
CCC(=O)Nc1c(-c2ccc3ccccc3c2)nc2ccccn12 | / | 2% | -2 | -12% | / | 6% | 2 | 9% | -19% | -6% | -2%
CCCNC(=O)C1CCN(S(=O)(=O)c2ccc(-c3nn[nH]n3)cc2)CC1 | 0% | 0% | 2 | -22% | -8% | 1% | -4 | ? | 1% | 1% | -1%
CCOc1ccccc1C(=O)NCC(=O)N(C)Cc1cccnc1 | 1% | -6% | -7 | -1% | 2% | 0% | -4 | -22% | 12% | 3% | -1%
CSc1nn2c(C(F)(F)F)cc(C(F)(F)F)nc2c1C(=O)O | -1% | 12% | -7 | 5% | -15% | / | 10 | 3% | / | -1% | -3%
COc1cccc(C(=O)Nc2cnn(C(C)C)c2)c1 | 9% | -1% | 0 | -1% | -14% | 1% | 12 | ? | 2% | -5% | 1%
O=C(CSc1n[nH]c(=O)n1Cc1ccco1)c1ccc2c(c1)OCCO2 | 3% | 0% | / | 14% | / | 1% | 11 | ? | -17% | 3% | 7%
O=[N+]([O-])c1c(-c2cn[nH]c2)n[nH]c1-c1cn[nH]c1 | 1% | 3% | 2 | 3% | -1% | ? | -2 | 9% | / | -4% | 7%
Cc1ccc2c(c1)Oc1ccc(NC(=O)CCl)cc1C(=O)N2 | 2% | -4% | i | -3% | 0% | 0% | -8 | ? | 13% | -2% | 1%
Cc1ccc2nc(C(O)C(O)c3nc4ccc(C)cc4[nH]3)[nH]c2c1 (configuration not stated) | -2% | 14% | -2 | 8% | 0% | 3% | 17 | 9% | -3% | -1% | -3%
Cc1ccc(Nc2nc(-c3ccc(F)cc3)cs2)nc1 | -10% | -3% | 4 | -12% | 1% | 6% | -4 | ? | -12% | -7% | 1%
CSc1ccc(/C=C/C(=O)OCC(=O)NC2CCS(=O)(=O)C2)cc1 (configuration not stated) | / | 56%[activator] | 8 | 9% | / | / | 4 | ? | / | -3% | 2%
Cn1c(CCNC(=O)C2CCCCC2)nc2cc(NC(=O)c3cccs3)ccc21 | 6% | -3% | -1 | -4% | 2% | -7% | 0 | ? | 8% | -2% | 1%
O=C(CSc1ccccc1)Nc1cc(Cl)ccc1Oc1ccccc1 | -1% | -8% | -1 | 3% | -1% | ? | -14 | 22% | -1% | 18% | 3%
CC(C)(C)OC(=O)NCCCCCNC(=O)c1nc[nH]c1C(=O)N1CCN(C(=O)OC(C)(C)C)CC1 | / | -3% | -13 | -2% | / | / | -11 | 2% | / | -1% | 0%
COC(=O)c1ccncc1C(=O)Nc1ccc(Oc2ncc(C(F)(F)F)cc2Cl)cc1 | -3% | -1% | 3 | 0% | / | ? | 10 | -1% | -5% | -1% | 3%
COc1ccc(CCN2C(=O)CC(NNC(=O)c3ccccc3Br)C2=O)cc1 (configuration not stated) | 0% | 4% | -1 | 3% | -1% | -20% | 11 | ? | -12% | -1% | 4%
CCn1c2ccccc2c2nc3cc(S(=O)(=O)N4CCOCC4)ccc3nc21 | 1% | -13% | -12 | 7%[15.4 µM] | -1% | ? | -10 | 6% | 11% | 9% | 1%
CCOC(=O)CN(C(=O)CSc1nnc(Cc2ccccc2)n1-c1ccc(C)cc1)c1ccccc1 | -5% | -1% | 6 | -24% | 13% | -10% | -6 | ? | -20% | ? | 2%
CCOc1cc(S(=O)(=O)N2CCN(c3ccc(F)cc3)CC2)c(OCC)cc1-n1cnnn1 | -1% | 0% | -76* | -5% | -5% | 11% | -2 | -2% | 11% | -1% | 3%
O=S(=O)(/N=C(/Nc1cccnc1Cl)c1ccccc1)c1ccccc1 | / | 3% | -14 | -18% | / | / | / | -3% | / | / | -1%
CC1Cc2ccccc2N1C(=O)Cn1c(=O)oc2cc(S(=O)(=O)NC3CCCC3)ccc21 (configuration not stated) | 1% | -12% | 9 | -5% | -2% | 1% | 6 | 0% | 1% | 5% | ?
O=C(O)CC(NC(=O)C12CC3CC(CC(C3)C1)C2)c1cccc([N+](=O)[O-])c1 (configuration not stated) | 0% | 7% | 0 | -2% | 2% | 28% | -8 | 1% | -4% | -1% | 3%
O=C(Nc1cccc(-c2nc3ncccc3o2)c1)c1cc2ccccc2o1 | 0% | -18% | -9 | -25% | -3% | -15% | -19 | ? | ? | 13µM* | 1%
O=C(CN(C(=O)c1csnn1)c1ccccc1F)NC1CCCCC1 | 1% | -4% | 0 | -4% | -2% | -4% | -7 | 2% | 2% | 2% | 3%
O=C1c2ccccc2N2C(=O)c3ccccc3[C@H]2N1c1ccccc1 | 5% | -1% | -3 | -16% | -9% | 13% | -11 | 11% | 3% | 5% | 4%

Bioassay records deposited in PubChem by National Center for Advancing Translational Sciences (NCATS).
